Rad51 HR inh: blocks human Rad51 in homologous recombination | hRad51 DNA strand exchange, fluorescence dequenching | Q06609 | inhibition, % at 10 µM | hit rate 0.085% among 200,000;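 active means inhibition above 40% at the single screening dose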;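 further: 0% = DMSO control wells and 100% = blanks with heterologous ssDNA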
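Material: hRad51 filaments on single-stranded DNA; Reagent: Donor/quencher-labelled 47-bp dsDNA substrate; Compound: 10 µM final, single point; Schedule: 37 °C 15-min filament assembly, 30-min compound preincubation, 15-min exchange; Technique: FRET fluorescence, excitation 485 nm, emission 520 nm; Benchmarks: control wells and blank wells on each plate.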
EBV gp42 inh: EBV gp42 inhibition; hit rate 0.42% among 220,000; inhibition, % (tested at 21.74 µM); Fluorescence polarization binding assay, mP read-out; Q1HVG2; in the data active means inhibition above about 50%
eIF4E 4G PPI: inhibitors of eIF4E and eIF4G interaction in translation initiation; P63073+Q04637; TR-FRET eIF4E-eIF4GI(517-606) binding, 2 h; inhibition, % at 21.7 µM; hit rate 0.37% among 220,000; AID 782;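 further: 0% = full FRET control wells and 100% = background wells lacking eIF4GI fragment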
14-3-3 Bad PPI: disrupts binding of bovine 14-3-3 zeta to phospho-Bad peptide; P63103; TR-FRET 14-3-3zeta/Dy647-pBad peptide displacement, 1 h; inhibition, % at 21.7 µM; hit rate 0.71% among 220,000;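 active means inhibition above about 70%, limit read from the data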;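 further: 0% = full 14-3-3 plus peptide FRET controls and 100% = background without 14-3-3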
NCF1 inh: p47phox (human) inhibition | p47phox/p22phox peptide binding, fluorescence polarization, 2 h | P14598 | AID 1274 | hit rate 0.53% among 220,000 | inhibition, % at 24.7 µM;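 further: 0% = p47phox with labelled peptide and 100% = labelled peptide alone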
Furin inhibitor: human furin inhibition. P09958. purified furin, fluorogenic substrate cleavage. inhibition, % at 30 µM. hit rate 0.061% among 220,000; in the data active means inhibition above about 25%; further: inactives centre near -15
KLK5 inh: kallikrein 5 (human) inhibition; hit rate 0.59% among 210,000; inhibition, % at 5 µM; recombinant hK5, fluorogenic AMC substrate cleavage; AID 873; Q9Y337;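 active means inhibition of 40% or more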;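 further: 0% = enzyme controls without compound and 100% = no-enzyme blanks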
KCC2 mod: modulators of human KCC2 chloride dependent transport; Q9H2X9; KCC2 cells, thallium flux FluoZin-2 fluorescence; B-score of Tl+ flux slope (higher = more flux/activation; lower = inhibition) at 10 µM; hit rate 2.2% among 190,000; AID 1456;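 active means thallium flux slope and its plate-corrected score both differing from the plate sample mean at a set confidence after two filtering rounds, in either direction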;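 further: slope of fluorescence scaled to starting intensity during 10 to 20 s after thallium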
Target sequence (Q9H2X9 whole entry, looked up): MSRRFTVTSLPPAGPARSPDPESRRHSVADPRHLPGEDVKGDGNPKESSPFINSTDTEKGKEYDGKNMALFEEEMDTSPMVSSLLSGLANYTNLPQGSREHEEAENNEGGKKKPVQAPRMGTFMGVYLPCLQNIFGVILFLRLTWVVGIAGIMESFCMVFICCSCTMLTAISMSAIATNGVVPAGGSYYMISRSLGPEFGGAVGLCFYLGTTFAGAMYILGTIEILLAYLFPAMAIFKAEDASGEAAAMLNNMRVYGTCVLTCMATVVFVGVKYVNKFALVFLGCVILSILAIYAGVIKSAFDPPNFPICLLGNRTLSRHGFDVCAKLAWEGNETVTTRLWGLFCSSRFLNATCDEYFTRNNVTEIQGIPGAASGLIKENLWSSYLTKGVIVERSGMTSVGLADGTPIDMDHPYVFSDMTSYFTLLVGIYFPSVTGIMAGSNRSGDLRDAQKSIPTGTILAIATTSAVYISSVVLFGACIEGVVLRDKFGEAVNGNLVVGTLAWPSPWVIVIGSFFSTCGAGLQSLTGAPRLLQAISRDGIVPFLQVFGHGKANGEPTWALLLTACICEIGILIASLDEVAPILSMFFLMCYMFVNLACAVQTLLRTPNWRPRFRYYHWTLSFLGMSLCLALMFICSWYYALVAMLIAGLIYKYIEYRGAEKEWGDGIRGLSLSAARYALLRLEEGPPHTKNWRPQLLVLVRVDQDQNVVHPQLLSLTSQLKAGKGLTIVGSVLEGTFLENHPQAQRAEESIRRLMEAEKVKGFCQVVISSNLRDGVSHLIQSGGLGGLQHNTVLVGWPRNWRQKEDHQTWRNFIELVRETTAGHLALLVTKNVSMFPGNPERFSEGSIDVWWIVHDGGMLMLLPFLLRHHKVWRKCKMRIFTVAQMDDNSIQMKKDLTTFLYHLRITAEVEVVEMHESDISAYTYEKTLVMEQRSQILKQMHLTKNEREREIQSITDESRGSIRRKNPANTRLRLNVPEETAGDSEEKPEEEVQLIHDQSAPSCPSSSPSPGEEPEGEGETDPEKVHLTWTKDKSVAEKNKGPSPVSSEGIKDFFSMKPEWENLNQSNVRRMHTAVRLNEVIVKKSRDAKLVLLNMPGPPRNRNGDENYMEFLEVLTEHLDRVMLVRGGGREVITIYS
Thrombin inh: inhibitors of human thrombin; AID 1046; inhibition, % at 5 µM; hit rate 0.26% among 220,000; alpha-thrombin, Boc-VPR-AMC fluorogenic substrate cleavage; P00734;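 active means inhibition at or above 40%; inactive means inhibition below 40%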;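 further: 0% = enzyme with no compound and 100% = wells without enzyme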
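Test system: human alpha-thrombin; medium: pH 7.5 Tris-saline with Tween 20; times: reaction at room temperature; signal: AMC fluorescence at 355 nm excitation and 460 nm emission; also added: Boc-VPR-AMC substrate, 15 µM final; dosing: one concentration per compound, 5 µM, with 0.2% DMSO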
Numbers without * were called inactive; i = inactive; / = no result given; [ ] = dose if it differs, or a comment.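 How the source made its calls, unless noted: active means inhibition above about 30% (limit read from the data); inactive means the rest.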

SMILES | Rad51 HR inh | EBV gp42 inh | eIF4E 4G PPI | 14-3-3 Bad PPI | NCF1 inh | Furin inhibitor | KLK5 inh | KCC2 mod | Thrombin inh
N#CCCN(Cc1cccnc1)C(=S)Nc1ccccc1Cl | 1 | -11 | 0 | -2 | 37* | -18 | -4 | 0.94 | 7
Cc1[nH]c2ccccc2c1C(=O)NS(=O)(=O)Nc1ccc(F)cc1 | 16 | -5 | -2 | -19 | 28 | -32 | 6 | 0.47 | -12
Cc1cccc(NC(=O)Cn2c(=O)n(CCc3c[nH]c4ccccc34)c(=O)c3cccnc32)c1 | / | -9 | 5[fluorescence artefact?] | -5 | -25 | -13 | -9 | -1 | -3
CC(NC(=S)NC1CCCCC1)C(c1cccs1)N1CCOCC1 (centres undefined) | / | -4 | -9 | -5 | -2 | -23 | 0 | 0.15 | -9
CC1(C)Cc2ccccc2-c2nnc(-c3ccccn3)n21 | -2 | -16 | 0 | 6[fluorescence artefact?] | 2 | -17 | -14 | -0.038 | -5
COc1ccc(COc2cc(-c3cccc(OC)c3)nc3ccc(NC(=O)c4ccc(Cl)cc4)cc23)cc1 | -10 | 0 | 5 | -14 | -12 | -15 | -10 | 0.7 | 2
Cc1ccc(OCC(=O)NNC(=O)C2CCCO2)c(C)c1 (centres undefined) | / | -3 | 3 | -4 | 3 | -13 | / | 2.5 | -4
c1ccc(-c2nc3ccccc3o2)nc1 | / | -11 | -8 | -14[fluorescence artefact?] | -5 | -19 | -9 | -0.81 | 2
COc1cc(/C=C/C(=O)O)cc(S(=O)(=O)N2CCc3ccccc3C2)c1OC | 1 | -6 | -4 | -5 | 0 | -33 | 2 | 0.38 | /
O=C(NCCc1c[nH]c2ccccc12)c1ccc(S(=O)(=O)NCc2ccco2)cc1 | -1 | -14 | -13 | 7 | -9 | -18 | -12 | / | -3
Cc1ccc(-n2c(SCC(=O)Nc3ccc4c(c3)OCO4)nnc2-c2ccccn2)cc1 | / | 7 | -3[fluorescence artefact?] | 2[fluorescence artefact?] | -6 | -4[20 µM] | 7 | 0.38 | -4
CCn1c(=O)c(C(=O)CN2CC(C)OC(C)C2)c(N)n(Cc2ccccc2)c1=O (centres undefined) | -12 | -21 | 5 | 1 | -6 | -16 | -16 | -0.33 | -7
CN(c1ccccc1)C(c1ccc(F)cc1)c1nnnn1CC1CCCO1 (centres undefined) | 2 | -4 | -1 | -3 | 9 | -12[20 µM] | -4 | -0.0063 | -1
Cc1ccc(-n2c(SCC(=O)Nc3cccc(S(N)(=O)=O)c3)nc3ccccc32)cc1 | 4 | -10 | 1 | -14 | -39 | -5 | -11 | 1 | -6
COc1ccc(-c2nnc(SCC(=O)N3CCCc4ccccc43)o2)cc1OC | 8 | 7 | -9 | -8 | -1 | -8[20 µM] | 0 | -0.22 | -7
Cc1nccn1CC(=O)N/N=C/c1ccccc1O | 2 | -7 | 1 | -1 | 6 | 6 | 4 | -0.051 | 0
C/C(=N\Nc1ccc(Cl)c(Cl)c1)c1ccc(-n2ccnc2)cc1 | 7 | 7 | -8[fluorescence artefact?] | -11 | -8 | -2 | -20 | 0.26 | -11
CC1=C(NCCc2ccccc2)CCC1=O | 4 | -10 | -13 | -12[fluorescence artefact?] | -17 | -21 | -12 | 0.47 | -10
CN1CC2CCCC3(C1)C(=O)NC1(CCCCC1)N=C23 (centres undefined) | -1 | -12 | 0 | 6 | -10 | -23 | -29 | 0.7 | 2
COc1ccc(NC(=O)C2CCCNC2)cc1OCC(C)C (centres undefined) | 2 | -9 | -4[fluorescence artefact?] | 2[fluorescence artefact?] | -7 | -18 | 4 | 1.5 | -9
O=C(O)CSc1nnc(-c2ccccc2)o1 | 2 | -14 | 6 | 35 | -8 | -15 | -13 | -0.34 | 3
CCN(CC)c1ccc2cc(-c3nc(-c4ccc(OC)cc4)cs3)c(=O)oc2c1 | i | 92* | 2[fluorescence artefact?] | -4 | -53 | 0 | -6 | i | -1
COc1ccccc1/C=C/C(=O)N1CCOCC1 | 8 | -11 | 0 | 25 | -1 | -16[20 µM] | 0 | -1.4 | 1
COc1ccccc1-c1c(C)nn2c(N3CCN(c4ccccc4OC)CC3)cc(C)nc12 | -2 | -14 | 0 | 2 | -11 | -12 | -20 | -1.3 | -7
Nc1nc(CN2CCCCCC2)nc(Nc2ccc(F)cc2)n1 | -2 | -15 | 4[fluorescence artefact?] | -8[fluorescence artefact?] | -13 | -2[20 µM] | -24 | / | -1
COc1ccc(S(=O)(=O)n2nc(OC(C)=O)cc2N)cc1 | -3 | -7 | 3 | 11 | -6 | -28 | 3 | -0.52 | 21
CCCCN1C=C(C(=O)OC)C(c2ccccc2C(F)(F)F)C(C(=O)OC)=C1 | -3 | -20 | -13 | -1 | -9 | -20[20 µM] | -148 | 0.046 | 0
CC1CCN(Cc2nc(-c3ccc(Cl)cc3)no2)CC1 | 14 | -1 | 3 | -8 | 5 | -4 | 9 | -0.0054 | -7
COc1ccc(S(=O)(=O)N2CCCCC2)cc1NS(=O)(=O)c1cc(Cl)ccc1Cl | / | 0 | -7 | 13 | -3 | -11 | -11 | -0.31 | -3
CC(C)S(=O)(=O)c1cnc(-c2cccnc2)nc1N | -1 | -14 | 6 | 15 | -5 | -28 | 1 | 0.24 | 2

A different layout for some results above.
Molecule: COc1ccccc1/C=C/C(=O)N1CCOCC1
  Rad51 HR inh: 8; EBV gp42 inh: -11; eIF4E 4G PPI: 0; 14-3-3 Bad PPI: 25; NCF1 inh: -1; Furin inhibitor: -16[20 µM]; KLK5 inh: 0; KCC2 mod: -1.4; Thrombin inh: 1

Molecule: COc1ccccc1-c1c(C)nn2c(N3CCN(c4ccccc4OC)CC3)cc(C)nc12
  Rad51 HR inh: -2; EBV gp42 inh: -14; eIF4E 4G PPI: 0; 14-3-3 Bad PPI: 2; NCF1 inh: -11; Furin inhibitor: -12; KLK5 inh: -20; KCC2 mod: -1.3; Thrombin inh: -7

New compounds follow:
SMILES | Rad51 HR inh | EBV gp42 inh | eIF4E 4G PPI | 14-3-3 Bad PPI | NCF1 inh | Furin inhibitor | KLK5 inh | KCC2 mod | Thrombin inh
Cc1cc(C)n2nc(C(=O)NC(C)(C)C)nc2n1 | 4 | -14 | 0 | -1[fluorescence artefact?] | -11 | -13 | -19 | / | -13
CCOC(=O)c1cc(Sc2ccccc2N)cc(C(=O)OCC)n1 | 18 | -5 | 2 | -3 | -14 | -17 | -2 | 0.99 | -3
C=CCSc1nc(N)c(C(=O)Nc2ccccc2C)cc1C(N)=O | -8 | 4 | 9 | -4 | -10 | -9[20 µM] | -13 | 0.53 | -9
CC(=O)Nc1ccc(NC(=O)C(C)OC(=O)CCc2nc3ccccc3s2)cc1 (centres undefined) | -6 | -7 | 2 | 0 | 0 | -14 | -9 | -1 | -3
O=C(COC(=O)C1CC2C=CC1C2)NCc1ccccc1Cl (centres undefined) | 15 | -4 | 3 | -5[fluorescence artefact?] | 6 | -12 | 5 | -0.36 | -2
COc1ccc(NC(=O)c2cc(C(C)C)on2)cc1OC | / | -8 | 1 | -8 | -18 | -17 | 4 | / | 3
CC(C)COC(=O)NCCCOC(=O)Nc1ccccc1 | -6 | -17 | 4 | 1 | -1 | -23 | 11 | / | -7
COc1ccc(OC)c(-c2csc(NC(=O)Cn3[nH]c(=O)c4ccccc4c3=O)n2)c1 | -17 | -36 | 42* | 9 | -42 | -28 | -10 | 0.94 | -9
O=C(c1coc(=O)c(Br)c1)N1CCOCC1 | -9 | 5 | 9 | 14 | -71 | -20[20 µM] | -31 | -0.31 | 7
CCC(C)(C(=O)NC1CCCCC1)N(Cc1cccs1)C(=O)c1ccccn1 (centres undefined) | 6 | -5 | 4 | -14 | 6 | -27 | -3 | -0.41 | -7
COc1ccc(Oc2ccc(NC(=O)c3ccccc3C)cc2)cc1 | -10 | 7 | -2 | -7 | 7 | -1 | -1 | 0.28 | 1
CC(C)C[C@H](NC(=O)Nc1cccc(Cl)c1)C(=O)O | -6 | -13 | 5[fluorescence artefact?] | -2 | -2 | -27 | -1 | 0.75 | 3
O=C1CN(C(=O)COc2cccc(F)c2)c2ccccc2N1 | 7 | -16 | 0 | 3 | -8 | -16 | -4 | 1.1 | 6
CCOC(=O)COc1cc2c(C(=O)OCC)c(C)oc2cc1Br | 0 | -3 | -3[fluorescence artefact?] | 69 | 4 | -18 | -8 | 0.26 | -6
Cc1nn(C)c(Cl)c1/C=N/OC(=O)c1ccc(F)cc1 | 29 | 4 | 1 | 37 | -2 | -26 | -6 | 0.29 | 0
N#Cc1nc(-c2ccc(OCc3ccccc3)cc2)oc1N1CCOCC1 | 2 | -4 | -8 | 0 | -12 | -22 | 1 | / | 1
COc1ccc(-c2cc(C(=O)OCC(=O)N(C)C)c3ccccc3n2)cc1 | 0 | -8 | 1[fluorescence artefact?] | -6[fluorescence artefact?] | -19 | -9 | -4 | 1.8 | -2
CN(C)S(=O)(=O)c1ccc(Cl)c(NC(=O)CSc2nc3c(cc2C#N)C(=O)CCC3)c1 | -23 | -3 | 0 | -7 | -32 | -9 | -7 | -3.6 | -2
O=C(Cn1cc2c(n1)CCCCC2)NCCN1CCOCC1 | -6 | -13 | -9[fluorescence artefact?] | 5[fluorescence artefact?] | 2 | -18 | -4 | 0.61 | -7
O=C1C=CC(O)(c2cc(=O)c3c(O)cc(O)cc3o2)C=C1 | -2 | -9 | 6[fluorescence artefact?] | 2 | -5 | -17 | -15 | -0.22 | -3
CCOc1ccc2c(C)c(C)c(=O)oc2c1OCC | -1 | -4 | 3 | 51 | 1 | -8[20 µM] | -10 | / | 3
CCCn1c(=O)[nH]c(=O)c2c1nc(-c1ccccc1OC(F)F)n2CCOC | -4 | -12 | -1[fluorescence artefact?] | -12[fluorescence artefact?] | -3 | -19 | -4 | / | 4
O=C(O)CC1SC(=Nc2cccc(O)c2)NC1=O (centres undefined) | -3 | 6 | 4 | -3 | -13 | -21 | 4 | 0.51 | -5
O=C1c2ccccc2-c2nc3ncnn3c(-c3ccccc3Cl)c21 | -4 | -6 | 9 | 9 | -22 | -32 | -32 | / | -7
CC(C)N(Cc1cc2ccccc2[nH]c1=O)C(=O)C1CCCCC1 | 0 | -13 | 3 | 2 | -5 | -26 | 1 | / | 2
COc1ccccc1COC(=O)N/C=C/c1ccco1 | -25 | -6 | -4 | -12 | -11 | -5 | -32 | -0.00048 | -2
Oc1cc(NCc2cccnc2)ccc1-c1nc2ccccc2o1 | -5 | -27 | 2 | 2 | -23 | -17[20 µM] | 0 | 0.012 | 4
CC(=O)Oc1ccc(C(=O)[C@H]2[C@H]3C(=O)N(c4ccc(C)cc4C)C(=O)[C@H]3[C@@H]3C=CC=NN32)cc1 | -7 | -15 | -3 | -3 | -34 | -27 | 4 | -0.12 | 1
Cc1csc(Cn2c(CN(C)C)nc3ccccc3c2=O)n1 | 2 | -6 | -5[fluorescence artefact?] | 0[fluorescence artefact?] | -2 | -13 | -15 | 0.7 | -10
COc1cccc(/C(C#N)=C/c2c(-c3ccc(Cl)cc3)nc3c(C)cccn23)c1 | / | -5 | 8 | 71* | -10 | -7[20 µM] | 4 | -0.12 | 2
Cc1ccc(N/C=C/c2onc(C)c2[N+](=O)[O-])cc1 | -223 | -14 | -1 | 0 | -7 | -28 | 1 | 0.88 | -4

Two records picked at random from the list so far, as already listed:
SMILES | Rad51 HR inh | EBV gp42 inh | eIF4E 4G PPI | 14-3-3 Bad PPI | NCF1 inh | Furin inhibitor | KLK5 inh | KCC2 mod | Thrombin inh
Cc1[nH]c2ccccc2c1C(=O)NS(=O)(=O)Nc1ccc(F)cc1 | 16 | -5 | -2 | -19 | 28 | -32 | 6 | 0.47 | -12
Cc1ccc(OCC(=O)NNC(=O)C2CCCO2)c(C)c1 (centres undefined) | / | -3 | 3 | -4 | 3 | -13 | / | 2.5 | -4

Screening results (PubChem)
